CCT chaperon mod: High-Throughput Screening for Modulators of Cytosolic Chaperonin Activity; purified chaperonin ATPase assay, HTRF ADP detection, 30 min; activity change, % (concentration not given with the values), hits read low; 0.3% of 360,000 active; in the data active = activity change below about -30%; also: % is scaled to controls: 0 for no effect and ±100 for the full control effect
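First, chaperonin was dispensed at 40 nM or 20 nM final depending on batch activity. Next, compounds were pinned at 76 uM and ATP added at 10 uM. After 30 min at 37 °C, ADP detection reagents ran 30 min at ambient temperature.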
MmCpn inh: Inhibitors of TCP-1 ring complex (TRiC) of Methanococcus maripaludis (MmCpn): qHTS; Chaperonin Mm-Cpn (Methanococcus maripaludis); Potency, µM (top dose mostly 76.9 µM), for the others: at the highest dose activity, negative = inhibition, most hits filed as inhibitors; purified Mm-Cpn ATPase, ADP Transcreener TR-FRET; 0.031% of 330,000 active; also: potency is read from the fitted curve at half-maximal effect; % is scaled to controls: 0 for no effect and ±100 for the full control effect; nearly all actives have a fitted effect of over 80% in size
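Compound-treated chaperonin, 25 nM final, turns over 10 uM ATP at 37°C for 30 min following a 10 min preincubation; ADP generated competes with ADP-d2 for Eu-cryptate antibody, lowering FRET.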
EPAC2 antagonist: qHTS for Antagonist of cAMP-regulated guanine nucleotide exchange factor 2 (EPAC2): primary screen; AID 720708, 2013; Rap guanine nucleotide exchange factor 4 (Homo sapiens), Q8WZA2; 0.18% of 360,000 active; Potency, µM (doses to about 114 µM), without a hit: at the top dose activity, negative = inhibition, actives largely listed as inhibitors; EPAC2 GEF exchange of Rap1B-BODIPY-GDP, fluorescence; also: potency is read from the fitted curve at half-maximal effect; % is scaled to controls: 0 for no effect and ±100 for the full control effect; nearly all actives have a fitted effect of over 45% in size; many of its hits are not listed in these tables
WRN inhibitor: qHTS for Inhibitors of WRN Helicase; WRN helicase unwinding, fluorescent forked duplex, kinetic; 0.46% of 360,000 active; Bifunctional 3'-5' exonuclease/ATP-dependent helicase WRN (Homo sapiens), Q14191; Potency, µM (doses to about 114 µM), for inactives: at the top dose activity change, negative = inhibition, hits mostly inhibitors; also: potency is read from the fitted curve at half-maximal effect; % is scaled to controls: 0 for no effect and ±100 for the full control effect; nearly all actives have a fitted effect of over 55% in size
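WRN at 20 nM final was preincubated with compound for 15 min at room temperature; reaction started with 100 nM forked duplex oligonucleotide carrying fluorophore and quencher plus 2 mM ATP (final). Unwinding followed kinetically by red fluorescence (ex 525/em 598 nm).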
PI5P4Ka inh: qHTS for Inhibitors of phosphatidylinositol 5-phosphate 4-kinase (PI5P4K); Phosphatidylinositol 5-phosphate 4-kinase type-2 alpha (Homo sapiens), P48426; PI5P4Kalpha enzyme, ADP-Glo luminescence, 60 min; stronger effect = lower value; max response, %; 1.2% of 330,000 active; AID 652105, 2013; active = max response of -50% or lower; inconclusive = between -30% and -50%; inactive = -30% or higher; also: value at the top dose of about 77 µM; % is scaled to controls: 0 for no effect and ±100 for the full control effect
Target sequence (P48426 whole entry, looked up): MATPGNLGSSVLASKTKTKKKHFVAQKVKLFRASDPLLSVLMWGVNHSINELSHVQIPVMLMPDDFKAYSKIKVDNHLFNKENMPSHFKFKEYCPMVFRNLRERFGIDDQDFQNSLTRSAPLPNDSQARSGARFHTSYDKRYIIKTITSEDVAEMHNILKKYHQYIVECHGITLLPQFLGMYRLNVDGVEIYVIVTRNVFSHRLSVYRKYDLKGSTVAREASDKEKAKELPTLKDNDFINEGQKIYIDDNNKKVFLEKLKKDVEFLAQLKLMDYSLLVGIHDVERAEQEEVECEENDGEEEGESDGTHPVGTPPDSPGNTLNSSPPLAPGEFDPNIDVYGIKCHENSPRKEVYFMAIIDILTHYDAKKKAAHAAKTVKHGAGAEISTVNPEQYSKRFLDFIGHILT
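Enzyme plus substrate dispensed, test compounds pinned in, then ATP (5 microM final) added. After 60 min at RT, ADP-Glo reagent 1 for 45 min and reagent 2 for 30 min preceded luminescence imaging.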
PLK1 PBD inh: qHTS for Inhibitors of PLK1-PDB (polo-like kinase 1 - polo-box domain): Primary Screen | Serine/threonine-protein kinase PLK1 (Homo sapiens), P53350 | Plk1 PBD binding of FITC phosphopeptide, fluorescence polarization | Potency, µM, for the others: max response, negative = inhibition, hits mostly inhibitors | 2.8% of 360,000 active; also: potency is read from the fitted curve at half-maximal effect; series mostly up to about 57 µM; % is scaled to controls: 0 for no effect and ±100 for the full control effect; nearly all actives have a fitted effect of over 65% in size
Target sequence (P53350 whole entry, looked up, the tested form may be a part): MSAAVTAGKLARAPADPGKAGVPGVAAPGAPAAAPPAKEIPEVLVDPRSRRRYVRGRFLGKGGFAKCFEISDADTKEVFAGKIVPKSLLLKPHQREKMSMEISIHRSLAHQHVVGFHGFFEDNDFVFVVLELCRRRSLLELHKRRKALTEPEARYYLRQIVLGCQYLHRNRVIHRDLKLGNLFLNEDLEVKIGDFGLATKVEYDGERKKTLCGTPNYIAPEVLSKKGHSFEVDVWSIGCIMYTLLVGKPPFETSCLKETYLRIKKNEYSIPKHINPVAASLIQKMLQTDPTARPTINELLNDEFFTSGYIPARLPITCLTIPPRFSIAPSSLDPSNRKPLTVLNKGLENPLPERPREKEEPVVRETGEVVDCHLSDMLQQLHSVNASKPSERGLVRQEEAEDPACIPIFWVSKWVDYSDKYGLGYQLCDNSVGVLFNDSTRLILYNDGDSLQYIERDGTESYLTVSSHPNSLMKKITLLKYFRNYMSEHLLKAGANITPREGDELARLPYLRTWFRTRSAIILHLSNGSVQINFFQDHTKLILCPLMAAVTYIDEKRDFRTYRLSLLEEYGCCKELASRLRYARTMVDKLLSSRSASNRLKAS
EPAC1 antagonist: qHTS for Antagonist of cAMP-regulated guanine nucleotide exchange factor 3 (EPAC1): primary screen; Rap guanine nucleotide exchange factor 3 (Homo sapiens), O95398; EPAC1 GEF assay, Rap1b-BODIPY-GDP exchange fluorescence; Potency, µM (titrated, usually from 115 µM), for the others: at the top dose activity change, negative = inhibition, usual class: inhibitors; 0.14% of 360,000 active; AID 720709, 2013;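 also: potency is read from the fitted curve at half-maximal effect; plate controls were vehicle for no effect and positive control for full effect; nearly all actives have a fitted effect of over 50% in size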
EPAC1 agonist: qHTS for Agonist of cAMP-regulated guanine nucleotide exchange factor 3 (EPAC1): primary screen. 0.073% of 360,000 active. Rap guanine nucleotide exchange factor 3 (Homo sapiens), O95398. EPAC1 agonist qHTS, biochemical assay; response scale: 100% = response to 6.5 mM cAMP. Potency, µM (top dose mostly 154 µM), inactives show at the highest dose activation, hits mostly activators; also: potency is read from the fitted curve at half-maximal effect; nearly all actives have a fitted effect of over 60% in size
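Nucleotide exchange assay: 100 nM EPAC1 with 250 nM Rap1B loaded with BODIPY-GDP and 50 uM GDP, room temperature. Fluorescence (480/540 nm) read every 5 min for 30 min; signal change normalized to 6.5 mM cAMP as full agonist.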
* = called active by the depositor; ? = inconclusive; . = not tested or not shown; [ ] = remark or other dose. Unless noted, calls follow the shape of the dose curve; as a rule, active = well fitted curve in the direction sought with a large enough effect; inconclusive = small, poorly fitted or top-dose-only effect, or another doubt; inactive = no such curve, though single readings can be large; an effect the other way counts as inactive or inconclusive. The list is partial; the hit share may differ from the screen's.

SMILES	CCT chaperon mod	MmCpn inh	EPAC2 antagonist	WRN inhibitor	PI5P4Ka inh	PLK1 PBD inh	EPAC1 antagonist	EPAC1 agonist
CCCNC(=O)Nc1nc2ccccc2s1	2.0	1%	-2%	-7%	-2	-5%	9%	10%
CCN(CC(=O)Nc1c(F)cccc1F)C(=O)CCc1c[nH]c2ccccc12	1.1	1%	-1%	-1%	6	2%	4%	1%
COc1ccc(CCNC(=O)CS(=O)(=O)c2cn(CC(=O)N3CCOCC3)c3ccccc23)cc1OC	1.2	-5%	1%	-8%	-9	-27%	18%	-12%
CC(C)CC(=O)NC(=S)Nc1ccc(S(=O)(=O)NC(C)(C)C)cc1	-1.2	1%	-7%	-5%	-6	-12%	-6%	1%
C[C@@H]1CN([C@H](C)CO)C(=O)CCCn2nncc2CO[C@@H]1CN(C)C(=O)Cc1ccccc1	0.6	.	2%	-9%	-4	-4%	-9%	-6%
Cc1ccc(S(=O)(=O)N2CCN(C(=O)COC(=O)CCc3ccccc3)CC2)c(C)c1	-1.1	0%	1%	11%	1	-4%	-11%	6%
Cc1cccnc1CCNC(=O)CC1C(=O)NCCN1CC1CCCCC1 (centres undefined)	2.5	0%	2%	0%	1	-10%	?	2%
COc1cc(CNCc2ccccc2)c(Br)cc1OC1CCCC1	0.6	-2%	-16%	-17%	28	2%	-30%	6%
CN(c1ccccc1)S(=O)(=O)c1cccc(C(=O)OCC(=O)Nc2ccc3[nH]c(=O)[nH]c3c2)c1	-4.4	-2%	-5%	-8%	-4	1%	-3%	-4%
Cc1cc(/C=C2\SC(=O)N(C)C2=O)c(C)n1-c1ccc(O)cc1	-3.5	-4%	-7%	12%	-3	-15%	-8%	12%
COC(=O)c1ccc(N2C(c3cc(OC)cc(OC)c3)=Cc3ccc(-c4cccnc4)cc3C2CC(=O)C2CC2)cc1 (centres undefined)	-1.6	.	11%	6%	0	2%	-19%	-10%
CCOc1ccc(/C=C/C(=O)N(C)CC(=O)Nc2cccc(F)c2)cc1OCC	-1.8	-1%	4%	-6%	-1	3%	-21%	-16%
CN(C)CCNC(=S)Nc1cccc(Cl)c1	-5.0	-1%	16%	-2%	-1	-12%	20%	2%
COc1ccc(C(=O)CSc2n[nH]c(-c3ccncc3)n2)cc1[N+](=O)[O-]	0.8	-1%	-15%	-39%	4	-12%	?	-1%
C/C(=N\NC(=O)c1cccc(Br)c1)c1cccc(NC(=O)c2ccc(C)o2)c1	0.4	0%	2%	-3%	-3	-15%	3%	11%
COc1ccc(NS(=O)(=O)c2cccc3cccnc23)cc1OC	0.3	-19%	1%	6%	0	-4%	0%	8%
CON(C)C(=O)c1ccccc1N(C)C(=O)OC(C)(C)C	-5.6	1%	10%	8%	0	-14%	16%	9%
O=[N+]([O-])c1ccc(N=Nc2ccc(O)c3ccccc23)cc1	-3.7	.	-16%	-13%	-66*	-12%	-15%	-1%
Cc1ccccc1CNc1nnnn1C	0.7	1%	-1%	-7%	8	7%	15%	-23%
COc1cccc(C2C3(C#N)C(N)=NC(OC)(OC)C23C#N)c1 (centres undefined)	0.8	0%	14%	8%	-8	-1%	24%	0%
Cc1cc(C(=O)CSc2nnc(-c3ccccc3)n2Cc2ccc3c(c2)OCO3)c(C)n1C	0.2	1%	10%	3%	.	-4%	11%	3%
COc1ccc(NC(=O)c2cc(-c3ccc(F)cc3OC(C)C)n[nH]2)cn1	0.1	.	1%	-2%	0	1%	5%	-1%
O=C(N/C(C(=O)N1CCOCC1)=C(\Sc1ncccn1)c1ccccc1)c1ccccc1	0.1	-1%	2%	-4%	11	?	14%	8%
COc1ccc(NC(=S)N2CCc3ccccc3C2)cc1	-3.5	0%	18%	9%	-6	-3%	-14%	-9%
CC(C)CN(C(=O)COC(=O)c1nc(Cl)ccc1Cl)c1c(N)n(Cc2ccccc2)c(=O)[nH]c1=O	0.8	0%	-4%	-29%	-6	1%	12%	-2%
CCn1cc(Br)c(C(=O)NC(=S)Nc2ccc(C(=O)OC)cc2)n1	-1.6	-1%	18%	7%	-2	-2%	-4%	-3%
CCOc1cc(/C=C(\C#N)C(=O)Nc2ccccn2)ccc1O	-3.2	-2%	2%	1%	-28	-6%	18%	10%
COCCNc1nnc(SCC(=O)NNC(=O)c2ccccc2)s1	2.1	2%	18%	11%	-25	27µM*	0%	-3%
O=C1C2C3CC(C2C(=O)N1c1cccc(Cl)c1)[C@H](O)C3O (some centres undefined)	-3.2	1%	4%	0%	4	-1%	-20%	3%
CCOC(=O)Cc1nnc(NC(=O)CSc2ccc(C)cc2)s1	-3.0	-10%	-3%	-19%	.	-15%	-11%	0%
C#CCSc1nc(-c2ccccc2)cc(C(F)(F)F)c1C#N	-2.1	-4%	-10%	3%	.	-18%	-9%	0%
COc1ccc(C)cc1NC(=O)n1ncc2c(C)cccc21	-1.4	-1%	?	-11%	35	1%	-22%	5%
Cc1cc(C)n2cc(CSC3=NCCS3)nc2n1	2.2	-4%	1%	-13%	9	-8%	-2%	6%
CCN1N=C(c2cc(Cl)sc2Cl)CSC1=O	0.6	-1%	-10%	-11%	4	-8%	-24%	8%
CCOC(=O)[C@@H]1[C@H]2COc3ccccc3[C@@H]2N2C(=O)N(c3ccc(Cl)cc3)C(=O)[C@]12C	-0.5	0%	-7%	-4%	7	-8%	2%	8%
COC(=O)[C@@H](NC(=O)NCc1ccccc1Cl)C(C)C	2.2	-3%	20%	5%	-4	-6%	11%	13%
CC(=O)N1CCOc2ccc(S(=O)(=O)N3CCC(C(=O)NCc4ccc(C)cc4)CC3)cc21	-2.7	2%	2%	3%	-1	-19%	5%	7%
Nc1nc(-c2sc3nc4c(cc3c2N)CCCC4)nc(N2CCOCC2)n1	-1.2	0%	5%	-12%[57.1 µM]	1	-3%	4%	13%
CCOc1ccc(NC(=O)CC2C(=O)N(c3ccccc3)C(=O)N2CCOC)cc1 (centres undefined)	1.4	0%	-7%	1%	7	-1%	6%	-5%
Cc1ccc(S(=O)(=O)N(C)c2ccc(OCC(=O)Nc3cc(C(=O)O)ccc3Cl)cc2)cc1	-1.1	.	-11%	7%	-6	-7%	6%	-4%

3 entries from above, bar-delimited:
SMILES | CCT chaperon mod | MmCpn inh | EPAC2 antagonist | WRN inhibitor | PI5P4Ka inh | PLK1 PBD inh | EPAC1 antagonist | EPAC1 agonist
C#CCSc1nc(-c2ccccc2)cc(C(F)(F)F)c1C#N | -2.1 | -4% | -10% | 3% | . | -18% | -9% | 0%
COc1ccc(C)cc1NC(=O)n1ncc2c(C)cccc21 | -1.4 | -1% | ? | -11% | 35 | 1% | -22% | 5%
Cc1cc(C)n2cc(CSC3=NCCS3)nc2n1 | 2.2 | -4% | 1% | -13% | 9 | -8% | -2% | 6%

Additional records
SMILES	CCT chaperon mod	MmCpn inh	EPAC2 antagonist	WRN inhibitor	PI5P4Ka inh	PLK1 PBD inh	EPAC1 antagonist	EPAC1 agonist
CCOC(=O)C1CCN(Cc2cnc(Oc3ccc(Cl)cc3C)s2)CC1	-1.2	-3%	-2%	-8%	.	-3%	?	27%
Cc1ccc(C(=O)N2CCOCC2)cc1S(=O)(=O)N1CCCC1	-0.2	0%	17%	-22%	-7	-1%	12%	-2%
N/C(=N\OC(=O)c1ccccc1F)c1ccc([N+](=O)[O-])cc1	-1.8	1%	-3%	-7%[57.1 µM]	-2	-8%	10%	7%
O=C(CCC(=O)c1ccccc1)Nc1ccccc1	-3.1	.	-3%	-1%	-1	-3%	11%	4%
CSCC[C@H](NC(=O)C1CCN(C(=O)[C@@H](N)Cc2ccccc2)CC1)C(=O)O	2.2	0%	11%	1%	2	5%	-13%	-9%
O=C(CN1C(=O)S/C(=C/C=C/c2ccccc2)C1=O)Nc1ccc(C(=O)O)cc1	-1.3	-2%	0%	-30%	-9	-25%	-17%	-3%
CCOc1ccc(CCn2c(-c3ccco3)nc3ccccc3c2=O)cc1OCC	-2.8	-2%[15.4 µM]	-5%	-3%	.	-4%	-7%	1%
CC1=C(C(=O)N2CCCCCC2)CC(CC(=O)NCCN2CCOCC2)C(=O)N1Cc1ccc(F)cc1 (centres undefined)	0.9	.	-2%	3%	-5	-4%	18%	-6%
COc1cccc(CNC(=O)[C@@H]2CCCN2C(=O)[C@@H]2CCCN2C(=O)c2c(F)cccc2F)c1	0.5	.	10%	8%	-2	-11%	-32%	4%
O=C(c1ccc(Br)cc1)c1sc(N2CCOCC2)nc1-c1ccccc1	-0.4	-5%	-2%	-12%	1	-11%	-13%	5%
O=C(Nc1ccc(F)cc1)C1CCN(S(=O)(=O)c2cccs2)CC1	-0.9	2%	2%	4%	-8	3%	-15%	-9%
CCCCn1nnnc1C1(C)CCC(=O)N1CC1CCCCC1 (centres undefined)	-1.1	.	-5%	-1%	3	-8%	-19%	-12%
COc1c(C)cc(NC(=O)c2ccc3c(c2)NC(=O)CO3)cc1C	-1.2	0%	-2%	7%	-5	-15%	-12%	4%
CCOc1ccc(N/C=C/C(=O)c2ccccc2)c([N+](=O)[O-])c1	1.5	0%	-6%	-11%	-4	-5%	-12%	-8%
Cc1ccccc1C(=O)N1CCC(C(=O)Nc2cccc(S(=O)(=O)N3CCCCC3)c2)CC1	2.3	1%	4%	7%	-4	-2%	38%[activator]	-12%
COc1cc2ncnc(NCc3ccc(Cl)cc3)c2cc1OC	0.2	0%	-11%	-8%	3	-6%	-20%	16%
CC(C)Cc1nc(C(N)=O)c2[nH]c(=O)n(-c3ccc(F)cc3)c2n1	-0.9	2%	2%	-3%	0	2%	0%	-5%
O=C(O)COc1ccc(Oc2ccccc2)cc1	-1.3	-2%	3%	4%	5	0%	7%	2%
Cc1ccc(Cl)cc1N1CCN(Cc2nc3c(c(=O)[nH]c(=O)n3C)n2Cc2ccccc2F)CC1	-0.2	-1%	?	-9%	2	1%	-12%	-9%
